Shiga inhibitor: inhibitors of Shiga toxin in Vero cells; 9.2% of 290,000 active; inhibition, % at 38.7 µM; Vero cells, Shiga toxin protein synthesis inhibition reporter; in the data active means inhibition mostly above about 28%, no sharp cut-off; inactive means mostly below about 43%; further: 0% is about no effect
Pf growth 96h: inhibits malaria parasite growth, 96 h; 6.9% of 320,000 active; Potency, µM (top dose mostly 28.7 µM), for inactives: at the highest dose activity change, negative = inhibition, usual class: inhibitors; AID 504834; P. falciparum luciferase reporter growth, 96 h; further: potency means the concentration at half of the fitted maximal effect; on the % scale 0 is the no-effect control and ±100 the full control effect
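Compounds incubated with erythrocytes infected by luciferase-expressing P. falciparum (2% hematocrit, 0.05% parasitemia final) for 96 hours, 37 C in 5% CO2. Growth inhibition scored as decreased luciferase luminescence.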
Sm TGR block: S. mansoni TGR enzyme inhibition. Potency, µM (titrated, usually from 114 µM), for inactives: at the highest dose activity change, negative = inhibition, actives largely listed as inhibitors. 3% of 360,000 active. AID 485364. purified TGR, DTNB reduction, TNB absorbance 405 nm; further: potency means the concentration at half of the fitted maximal effect; on the % scale 0 is the no-effect control and ±100 the full control effect; nearly all actives have a fitted effect of over 60% in size
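First, TGR (20 nM dispensed) and NADPH were mixed with compound. Second, a 15 min room-temperature incubation followed. Third, further NADPH and then DTNB were added to start the reaction. Finally, TNB absorbance was monitored kinetically.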
Pf growth 48h: inhibits P. falciparum growth in the first generation, 48 h; P. falciparum luciferase growth in erythrocytes, 48 h; Potency, µM (titrated, usually from 28.7 µM), inactives show top-dose activity change, negative = inhibition, actives largely listed as inhibitors; 5.9% of 310,000 active; AID 504832; further: potency means the concentration at half of the fitted maximal effect; on the % scale 0 is the no-effect control and ±100 the full control effect
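Erythrocytes infected with P. falciparum carrying an integrated firefly luciferase reporter (2% hematocrit, 0.1% parasitemia final) were exposed to compounds in RPMI 1640 with 0.5% Albumax at 37 C, 5% CO2. Growth inhibition was scored as reduced luminescence.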
Cycloheximide cs: counter-screen hit for Shiga toxin inhibitors, cycloheximide; max response, %; cell reporter, cycloheximide protein synthesis inhibition counterscreen; 12% of 300,000 active; in the data active means max response mostly above about 13%, no sharp cut-off; inactive means mostly below about 14%; further: read at 38.3 µM for the half of the compounds with a filed dose; 0% is about no effect
FBPA Giardia inh: inhibitors of Giardia lamblia fructose-1,6-bisphosphate aldolase. purified Giardia FBPA. A8B2U2. Potency, µM (highest dose often 59.6 µM), for the others: at the highest dose activity, negative = inhibition, hits mostly inhibitors. 0.71% of 290,000 active; further: potency means the concentration at half of the fitted maximal effect; on the % scale 0 is the no-effect control and ±100 the full control effect; nearly all actives have a fitted effect of over 55% in size
Target sequence (A8B2U2 whole entry, looked up): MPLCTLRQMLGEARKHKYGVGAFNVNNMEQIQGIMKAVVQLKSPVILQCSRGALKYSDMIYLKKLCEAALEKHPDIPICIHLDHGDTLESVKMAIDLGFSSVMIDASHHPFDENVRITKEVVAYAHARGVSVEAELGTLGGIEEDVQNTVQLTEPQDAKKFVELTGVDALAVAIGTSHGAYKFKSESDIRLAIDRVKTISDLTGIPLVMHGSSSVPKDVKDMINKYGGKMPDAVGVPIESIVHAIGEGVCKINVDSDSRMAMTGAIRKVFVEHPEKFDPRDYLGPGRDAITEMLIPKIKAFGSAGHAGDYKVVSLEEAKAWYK
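Giardia FBPA (40 nM reagent) was preincubated 10 min at RT with compound (up to 57.5 uM final), then substrate plus GAPDH/TPI/NAD/arsenate coupling system with diaphorase/resazurin was added; resorufin fluorescence (525/598 nm) was read after 20 min.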
* marks the source's active call; other numbers are inactive results; ? = inconclusive; / = not tested or not shown; & = joins results of further samples; [ ] = another dose, or the depositor's remark. Unless noted, the call rests on the fitted dose curve; in most records, active means well fitted curve in the direction sought with a large enough effect; inconclusive means small, poorly fitted or top-dose-only effect, or another doubt; inactive means no such curve, though single readings can be large; an effect the other way counts as inactive or inconclusive. Random draw from the library; 24% or so of the library scored in one or more.

SMILES | Shiga inhibitor | Pf growth 96h | Sm TGR block | Pf growth 48h | Cycloheximide cs | FBPA Giardia inh
Cc1cc(C)nc(N2CCCC(C(=O)Nc3ccc(F)cc3)C2)n1 (configuration not stated) | -3 | 26% | 13% | -12% | -4 | -20%
COc1ccccc1C(=O)NCCC(=O)NNC(=O)Cn1ccc(C(F)(F)F)n1 | / | 8% | -1% | -7% | / | /
O=C(NN=C1CCN(Cc2ccccc2)CC1)C(O)c1ccccc1 (configuration not stated) | 1 | -3% | -3% | 10% | -3 | -1%
CC(C)N1C(=O)CCC1C(=O)NCc1ccccc1Cl (configuration not stated) | -20 | 3% | -4% | 26% | -4 | 4%
COc1ccc2c(c1)c(=O)oc1cc(OCC(=O)N3CCCC(C)C3)ccc12 (configuration not stated) | -4 | -12% | -4% | -28% | -4 | -8%
Cc1ccccc1N(CC(=O)NC1CCCC1)C(=O)c1csnn1 | 9 | 1% | / | -11% | -5 | 3%
O=C(NCc1ccco1)c1noc2c1CCCCC2 | 40* | ? | -1% | 63%[activator] | 33* | -4%
CCN(CC)S(=O)(=O)c1ccc(C(=O)OCn2c(SC)nnc(C)c2=O)cc1 | -9 | -3% | -3% | 2% | -1 | 2%
O=c1c2ccccc2[nH]c(=S)n1-c1ccc(Br)cc1 | 27 | ? | -10% | ? | -2 | 4%
O=C1C2CC=CCC2C(=O)N1Cc1ccccc1 (configuration not stated) | 4 | -11% | -18% | 19% | -3 | 7%
O=C(O)COc1cccc(/C=C2/SC(=S)N(Cc3ccccc3)C2=O)c1 | -1 | ? | -4% | 3% | -2 | 11%
O=C(Nc1cccs1)Nc1cccnc1Cl | 59* | 311%[activator] | -19% | 14% | 60* | 16%
CCCNC(=O)c1nn2c(C(F)(F)F)cc(-c3ccccc3)nc2c1Cl | -5 | 0% | 3% | ? | -3 | 1%
Cc1ccc(S(=O)(=O)N(Cc2ccc(F)cc2)Cc2ccco2)cc1 | 2 | -23% | -31% | ? | 16 | 4%
N#Cc1c[nH]n2c(=O)cc(Cc3ccccc3)nc12 | -11 | / | 5% | -9% | -3 | -5%
N#Cc1c(Nc2ccc(Cl)cc2)s[nH]c1=O | -8 | 0% | -10% | 2% | -3 | 1%
O=C(Nc1ccc2nc(C3CC3)n(Cc3ccccc3)c(=O)c2c1)C1CC1 | 31* | -18% | -8% | 53%[activator] | 23* | 1%
O=C(Cn1nc(C(=O)O)c2ccccc2c1=O)NCC1CCCO1 (configuration not stated) | -10 | 2% | -13% | 5% | -1 | 1%
CC1=CN2C(=NC(=O)CC2(C)C(=O)N(CC(=O)NC2CCCC2)c2ccccc2C)C=C1 (configuration not stated) | -7 | 46%[activator] | 6% | 8% | -3 | 0%
COc1ccccc1CP(=O)(c1ccccc1)c1ccccc1 | 2 | 8% | -7% | -2% | -1 | -4%
O=C(N/N=C/c1cc([N+](=O)[O-])ccc1O)C(O)(c1ccccc1)c1ccccc1 | -5 | ? | 11% | ? | -3 | ?
O=C1NC(=O)N(Cc2ccccc2Cl)C(=O)/C1=C/c1cccs1 | 3 | ? | -22% | -9% | -2 | -3%
CCN1CCN(CCc2nc3cc(NC(=O)COc4ccccc4)ccc3n2C)CC1 | 11 | ? | -16% | ? | 12 | /
COc1ccc(-n2ncc(C(C)NS(=O)(=O)c3ccc(C)s3)c2C)cc1 (configuration not stated) | 14 | 8.3µM* | 4% | 7% | -3 | /
CN1[C@@H]2CC[C@H]1CC(OC1c3ccccc3CCc3ccccc31)C2 (some centres not stated) | / | ? | 0% | 4.7µM* | / | -6%[21.7 µM]
COc1ccc(O)c(C(=O)c2cnc3c(c2)CN(C)C(=O)N3)c1 | -9 | -7% | -10% | 11% | 0 | -3%
CCN(CC)CCN1C(=O)C(=O)/C(=C(/O)c2cnn(-c3ccccc3)c2C)C1c1cccs1 (configuration not stated) | 79* | 456%[activator] | ? | 215%[activator] | 49* | -2%
O=c1c(-c2ccc(O)cc2)coc2c([C@@H]3O[C@H](CO)[C@@H](O)[C@H](O)[C@H]3O)c(O)ccc12 | / | 32%[activator] | 4% | 32%[activator] | / | /
Cc1ccc(NC(=O)C2CCN(S(=O)(=O)c3ccc4c(c3)NC(=O)CO4)CC2)cc1 | -6 | 13µM* | 4% | ? | 4 | /
O=C(O)Cn1cc(/C=N/Nc2ccc([N+](=O)[O-])cn2)c2ccccc21 | 35* | 30% | -2% | 18% | 28* | -2%

Part of the list above, with two lines to a compound:
Below each compound: Shiga inhibitor	Pf growth 96h	Sm TGR block	Pf growth 48h	Cycloheximide cs	FBPA Giardia inh
O=c1c(-c2ccc(O)cc2)coc2c([C@@H]3O[C@H](CO)[C@@H](O)[C@H](O)[C@H]3O)c(O)ccc12
  /	32%[activator]	4%	32%[activator]	/	/
Cc1ccc(NC(=O)C2CCN(S(=O)(=O)c3ccc4c(c3)NC(=O)CO4)CC2)cc1
  -6	13µM*	4%	?	4	/
O=C(O)Cn1cc(/C=N/Nc2ccc([N+](=O)[O-])cn2)c2ccccc21
  35*	30%	-2%	18%	28*	-2%

Next section.
SMILES | Shiga inhibitor | Pf growth 96h | Sm TGR block | Pf growth 48h | Cycloheximide cs | FBPA Giardia inh
CC1(c2ccccc2)CC(C)(C)N2C(=O)Cc3cccc1c32 (configuration not stated) | -14 | 42%[5.75 µM] | 11% | 15µM* | -4 | -8%
O=C(COC(=O)Cc1ccc(Cl)cc1)Nc1ccccc1-c1ccccc1 | -2 | -14% | -1% | 3% | 0 | 0%
CC(C)N(Cc1nccn1C)C(=O)c1cc(COc2ccc(F)cc2Cl)on1 | 19 | -27% | -15% | ? | 1 | -23%
COc1cccc(Cn2c(NCc3ccco3)nc3c2c(=O)n(C)c(=O)n3C)c1 | -3 | 7%[5.75 µM] | -29% | ? | -4 | -8%
CCOCCOc1cccc(C(=O)NC(C)c2ccc3ccccc3c2)c1 (configuration not stated) | -5 | ? | 0% | -12% | -2 | 8%
O=C(CCN1CCOCC1)c1ccc2c(c1)OCCO2 | 14 | 16% | 1.6µM* | -8% | 1 | -17%
O=C(N/C(=C\c1cccs1)C(=O)N1CCCCCC1)c1ccccc1 | -17 | 9.3µM* | 11% | ? | -1 | 5%
O=C(CCN1C(=O)c2ccccc2C1=O)OCn1nnc2ccccc2c1=O | 35 | -2% | -16% | 15% | -2 | 3%
Clc1ccc(-c2nnc(SCc3nc4ccccc4[nH]3)o2)c(Cl)c1 | 32 | -13% | -1% | 4% | 17* | 3%
Cc1ccc2nsnc2c1NC(=O)c1ccccc1[N+](=O)[O-] | -8 | 70%[activator] | 6% | -8% | 1 | -25%
CN1C(C(=O)NCCc2cccs2)CC2Cn3c(nc4cc5ccccc5cc43)C21 (configuration not stated) | -3 | -10% | -9% | -20% | 17 | 2%
Cc1c(C)c2c(OCC(=O)N[C@@H](C)C(=O)O)cc3c(c2oc1=O)CCC(C)(C)O3 | -10 | -12% | 2% | -7% | -6 | -1%
COc1cc(OC)c(OC)cc1CN1CCCC(C(=O)N2CCCCC2)C1 (configuration not stated) | -16 | -25% | 0% | 21% | -3 | ?
COc1ccccc1NC(=S)N(Cc1ccccc1)Cc1ccccn1 | -6 | ? | -7% | 25% | -4 | 1%
COc1ccc2nc(NC(=O)CC3Oc4ccccc4NC3=O)sc2c1 (configuration not stated) | 29 | 16% | -1% | 18% | 9 | 0%
COc1ccc(C(C(=O)NC2CCCC2)N(CC2CCCO2)C(=O)Cn2nnc(-c3ccc(C)o3)n2)cc1 (configuration not stated) | 12 | 0% | -2% | ? | -1 | 3%
ClCC1=Nc2cccc3cccc(c23)N1 | 9 | 4.7µM* | 28µM* | 4.1µM* | -2 | ?
CCC(/C=N/NC(=O)c1ccccc1F)CC | 20 | 3% | 54%[activator] | 11% | 6 | -1%
CCOc1ccc(NC(=O)C2CCCN(c3nc(C)cc(C)n3)C2)cc1 (configuration not stated) | 27 | 5% | 3% | 10% | -5 | /
Cc1cccc(OCCN2C(=O)C(=O)c3cc(C)ccc32)c1 | 20 | ? | -1%[57.1 µM] | 11% | 1 | -11%
CN1CCCC[C@@H]1CCN1c2ccccc2Sc2ccc(S(C)=O)cc21 (some centres not stated) | / | ? | / | ? | / | -7%[21.7 µM]
O=C(NCCCn1ccnc1)C(=O)NCC(c1cccnc1)N1CCN(c2ccc(F)cc2)CC1 (configuration not stated) | -8 | -21% | -3% | 17% | -3 | -1%
CSCCC(NC(=O)c1ccc(Cl)cc1)C(=O)O (configuration not stated) | -15 | 6% | 3% | 7% | 8 | 4%
COC(=O)[C@@H]1C[C@@]2(O)[C@@H](O)[C@@H](O)[C@@H](O)C[C@H]2N1Cc1ccc(C)s1 | 4 | 82%[activator] | -25% | 54%[activator] | -3 | -8%&1%

Grouped by structure: the compounds so far with a Cl atom.
SMILES | Shiga inhibitor | Pf growth 96h | Sm TGR block | Pf growth 48h | Cycloheximide cs | FBPA Giardia inh
CC(C)N1C(=O)CCC1C(=O)NCc1ccccc1Cl (configuration not stated) | -20 | 3% | -4% | 26% | -4 | 4%
O=C(Nc1cccs1)Nc1cccnc1Cl | 59* | 311%[activator] | -19% | 14% | 60* | 16%
CCCNC(=O)c1nn2c(C(F)(F)F)cc(-c3ccccc3)nc2c1Cl | -5 | 0% | 3% | ? | -3 | 1%
N#Cc1c(Nc2ccc(Cl)cc2)s[nH]c1=O | -8 | 0% | -10% | 2% | -3 | 1%
O=C1NC(=O)N(Cc2ccccc2Cl)C(=O)/C1=C/c1cccs1 | 3 | ? | -22% | -9% | -2 | -3%
O=C(COC(=O)Cc1ccc(Cl)cc1)Nc1ccccc1-c1ccccc1 | -2 | -14% | -1% | 3% | 0 | 0%
CC(C)N(Cc1nccn1C)C(=O)c1cc(COc2ccc(F)cc2Cl)on1 | 19 | -27% | -15% | ? | 1 | -23%
Clc1ccc(-c2nnc(SCc3nc4ccccc4[nH]3)o2)c(Cl)c1 | 32 | -13% | -1% | 4% | 17* | 3%
ClCC1=Nc2cccc3cccc(c23)N1 | 9 | 4.7µM* | 28µM* | 4.1µM* | -2 | ?
CSCCC(NC(=O)c1ccc(Cl)cc1)C(=O)O (configuration not stated) | -15 | 6% | 3% | 7% | 8 | 4%

Bioassay records from PubChem.
